# PPARg SRC1 recr – promotes SRC-1 coactivator recruitment by human PPARgamma; 200,000 compounds, 0.41% hits; activation, % at 8 µM; P37231; PPARgamma-SRC-1 coactivator recruitment biochemical assay; in the data active = activation above about 19%;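 also: 0% = DMSO and 100% = reference agonist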
# Target sequence (P37231 whole entry, looked up): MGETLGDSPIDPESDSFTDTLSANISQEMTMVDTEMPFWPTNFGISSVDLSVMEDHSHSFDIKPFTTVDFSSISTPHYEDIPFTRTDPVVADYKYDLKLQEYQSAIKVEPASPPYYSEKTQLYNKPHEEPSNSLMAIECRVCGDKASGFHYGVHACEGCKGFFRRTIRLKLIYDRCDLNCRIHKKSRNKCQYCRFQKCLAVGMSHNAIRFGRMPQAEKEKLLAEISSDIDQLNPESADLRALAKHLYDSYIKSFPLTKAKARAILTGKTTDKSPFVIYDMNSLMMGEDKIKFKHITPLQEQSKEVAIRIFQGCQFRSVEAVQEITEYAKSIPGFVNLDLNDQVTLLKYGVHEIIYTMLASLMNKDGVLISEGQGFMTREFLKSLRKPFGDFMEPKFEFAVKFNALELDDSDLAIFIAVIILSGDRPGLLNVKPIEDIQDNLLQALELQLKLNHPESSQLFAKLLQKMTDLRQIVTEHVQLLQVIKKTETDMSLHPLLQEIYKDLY
# L major viab – inhibitors of Leishmania major promastigote growth | Leishmania major promastigotes, resazurin fluorescence viability | inhibition, % at 10 µM | 200,000 compounds, 9% hits; in the data active = inhibition above about 50%;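 also: promastigotes grown with compound for 44 hours at 28 °C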
# S1P3 antag – S1P3 (human) receptor antagonism. 170,000 compounds, 0.27% hits. Q99500. CHO S1P3 NFAT-BLA reporter, FRET fluorescence, antagonist mode. AID 485. inhibition, % at 4.98 µM;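 active = inhibition above the plate cutoff, the mean inhibition of test wells on that plate plus 3 SD, cut at about 28% in these data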;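 also: cells challenged with S1P at its EC80 of 0.8 µM; blue over green emission ratio from cleaved BLA substrate after 4 h stimulation; 0% = S1P-stimulated wells and 100% = unstimulated DMSO-only wells; some compounds past the cut are filed as inactive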
# Target sequence (Q99500 whole entry, looked up): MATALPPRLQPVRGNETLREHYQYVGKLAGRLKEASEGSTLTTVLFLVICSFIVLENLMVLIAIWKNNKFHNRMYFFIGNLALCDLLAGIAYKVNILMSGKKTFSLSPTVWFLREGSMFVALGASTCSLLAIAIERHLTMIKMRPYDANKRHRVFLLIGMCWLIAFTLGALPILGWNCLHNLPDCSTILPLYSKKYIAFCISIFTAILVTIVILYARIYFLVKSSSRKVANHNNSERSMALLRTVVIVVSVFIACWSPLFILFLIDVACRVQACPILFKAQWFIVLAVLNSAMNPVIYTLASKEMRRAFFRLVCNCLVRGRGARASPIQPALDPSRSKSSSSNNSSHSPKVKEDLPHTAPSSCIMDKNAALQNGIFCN
# PPARg SRC2 recr – agonists of SRC-2 recruitment by human PPARgamma. P37231. PPARgamma LBD-SRC-2 recruitment, biochemical. activation, % at 8 µM. 200,000 compounds, 0.34% hits. AID 1032; in the data active = activation above about 22%;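 also: 0% = vehicle and 100% = reference agonist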
# bIAP inhibitor – blocks bovine intestinal alkaline phosphatase activity; purified bovine IAP, CDP-star luminescence, 30 min; 190,000 tested, under 10 active; inhibition, % at 20 µM;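 active = over 50% inhibition of intestinal alkaline phosphatase at 20 µM in the single-dose screen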
#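 Assay system: bovine IAP enzyme; medium: DEA buffer 100 mM, pH 9.8, with MgCl2 1.0 mM, ZnCl2 0.02 mM; doses: 20 µM single dose; incubation: enzyme reaction for 30 min at room temperature; detection: CDP-star luminescence signal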
# Efa HMGR inh – blocks class II HMG-CoA reductase of Enterococcus faecalis | 190,000 compounds, 0.41% hits | purified E. faecalis HMGR, NADPH absorbance 340 nm kinetic | inhibition, % at 10 µM;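 active = inhibition above a set limit, the median over all tested compounds plus 3 SD, cut at about 9.5% in these data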;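 also: enzyme runs in reverse so mevalonate oxidation gives rising NADPH absorbance; 0% = complete reaction with DMSO and 100% = background rate lacking mevalonate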
# RAM network inh – yeast RAM network inhibition; S. cerevisiae dse1pr::URA3 reporter, 5-FOA growth OD615, 2 d; analog-sensitive cbk1-as2 kinase mutant strain; inhibition, % at 50 µM; 190,000 compounds, 1.8% hits; AID 868;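 active = inhibition above a set limit, 3 SD over mean compound inhibition, cut at about 8.4% in these data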;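 also: 0% = DMSO-only wells with no growth and 100% = 10 µM 1-NA-PP1 full growth; inhibition rescues growth on 5-FOA so higher OD means more RAM inhibition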
# SRC2 TRFRET art – counter-screen for PPARgamma SRC-2 recruitment agonists: TR-FRET artefact | 200,000 compounds, 0.4% hits | TR-FRET ratio at 8 µM | hits give high values; in the data active = TR-FRET ratio above about 2000; also: inactives centre near 1500; reference of the scale not given here
# DTT redox prof – compounds producing H2O2 with reducing agent – biochemical, NIH compound library profiling, artefact control for MLSCN library redox annotation, primary screen | 200,000 compounds, 0.03% hits | DTT-dependent redox cycling H2O2, phenol red/HRP absorbance; 100% = 100 µM peroxide control, 0% = buffer | activation, % at 10 µM;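 active = activation of at least 50% relative to the plate's high and low controls in the primary single-dose screen; inactive = activation below 50%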;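 also: compound incubated with DTT at 0.8 mM final as the reducing agent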
# ROMK mod – modulates human ROMK potassium channel activity; P48048; Tet-inducible ROMK, thallium flux fluorescence; actives lie on both sides; B-score at 10 µM; 130,000 compounds, 2% hits;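 active = signal ratio slope over the read window, or its plate-corrected B-score, at least 3 SD from the plate mean, either direction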;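 also: B-score of the F/F0 ratio slope over 7 to 12 s after thallium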
# PPARg SRC3 recr – agonists of human PPARgamma SRC-3 coactivator recruitment | P37231 | biochemical PPARgamma/SRC-3 coactivator recruitment assay | activation, % at 8 µM | 200,000 compounds, 0.26% hits | AID 731; in the data active = activation above about 23%;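 also: 0% = DMSO and 100% = reference agonist; some compounds past the cut are filed as inactive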
# Starred values were filed as active, the others as inactive; . = no result given.
SMILES,PPARg SRC1 recr,L major viab,S1P3 antag,PPARg SRC2 recr,bIAP inhibitor,Efa HMGR inh,RAM network inh,SRC2 TRFRET art,DTT redox prof,ROMK mod,PPARg SRC3 recr
O=C(NCCN1CCN(c2ccccc2)CC1)C1CCCN(S(=O)(=O)c2cnc[nH]2)C1 (stereo not drawn),2,-5,-13,2,-19,0,0.7,1564,-0.6,.,-7
O=C(COC(=O)[C@@H]1CC(O)CN1S(=O)(=O)c1ccc2c(c1)OCCO2)NCc1ccc(F)cc1 (stereo partly drawn),12,-9,-22,10,6,5,2.1,1593,-1.6,-0.56,2
FC(F)(F)c1cc(-c2cccs2)nc(NCc2ccco2)n1,5,-2,.,-5,0,-10,7.2,1421,0.2,0.46,-6
O=C(COc1ccccc1)N1CCN(S(=O)(=O)c2cccc([N+](=O)[O-])c2)CC1,4,-1,-8,-4,-3,-2,0.6,1327,-1.9,0.53,4
O=C(NCc1ccco1)C(=O)c1c[nH]c2ccccc12,-4,-9,11,7,-4,-5,0.6,1672,-0.7,0.039,3
Cc1cc(C)n(-c2ccc(Cl)c(C(=O)Nc3cc(C(F)(F)F)ccc3Cl)n2)n1,8,0,-17,3,20,-2,2.7,1623,0.1,.,0
CCOC(=O)c1[nH]c(C)c(C(=O)Nc2ccccc2F)c1C,6,4,14,14,23,-1,0.9,1534,1.7,.,10
Cc1noc(NS(=O)(=O)c2ccc(NC(=O)COc3ccccc3)cc2)c1C,4,-19,.,9,7,-2,1.2,1679,0.0,0.53,4
Cc1ccnc(N2CCC(C(=O)NCc3ccc4c(c3)OCO4)CC2)n1,6,1,.,-1,9,-3,2.9,1530,1.2,.,-7
CC1CCCCN1c1nnc(NC(=O)c2cc(-c3ccc(Br)cc3)on2)s1 (stereo not drawn),3,19,.,6,-5,-4,3.0,1714,0.3,.,12
Cc1nc(SCC(=O)Nc2c(C)n(C)n(-c3ccccc3)c2=O)nc(C)c1C,1,-8,.,12,6,-2,0.8,1589,-4.9,.,2
CN1CCN(CCC(=O)Nc2ccc(F)c(F)c2)CC1,-3,1,.,6,6,-5,1.2,1413,-0.2,1.2,-9
Cc1ccc(S(=O)(=O)n2[nH]c(=O)c(CCO)c2C)cc1,6,-4,7,-6,14,1,1.9,1486,1.6,-0.12,-1
O=C(NC(=S)Nc1nc2c(s1)CCCC2)c1ccc(C(=O)c2ccccc2)cc1,4,76*,10,-6,11,-3,4.1,1494,0.2,.,1
COc1cccc(-c2nnc3sc(C4CCCCC4)nn23)c1,-2,5,.,-9,2,4,-2.5,1393,0.0,-0.58,-8
COc1ccc(CC(=O)Nc2cccc(C(=O)O)c2C)cc1,-6,-7,4,5,7,-14,0.1,1580,2.2,.,11
O=C(NCc1ccco1)c1nc(-c2ccccc2)n(-c2ccccc2)n1,0,38,-11,0,1,-3,0.7,1415,-2.0,-0.26,1
COc1ccc(CCNC(=O)c2cccnc2SC)cc1,-3,-7,-14,11,-3,4,2.1,1549,-0.4,0.11,5
O=c1cc(NS(=O)(=O)c2ccccc2)nc(SCc2c(Cl)cccc2Cl)[nH]1,3,69*,2,-5,.,-6,3.0,1583,0.6,0.72,5
COCCn1c(SCC(=O)c2ccc(CNC(C)=O)o2)nc2ccccc2c1=O,16,4,-14,1,1,2,1.3,1643,-1.1,0.34,1
O=C(c1ccc(-c2cccc(Cl)c2Cl)o1)N1CCOCC1,-8,20,-7,-5,9,-5,-0.7,1324,0.0,0.13,1
O=S1(=O)C=C(Oc2ccc3ccccc3c2)c2ccccc21,6,44,.,4,14,0,1.7,1650,-0.5,.,11
CN(C)c1ccc(/C=N/NC(=O)C(O)c2ccc(Br)cc2)cc1 (stereo not drawn),11,4,2,15,-2,-8,1.9,1852,-2.1,-0.019,6
O=C1C=C(c2ccccc2)OC(=O)C1C(=O)c1ccccc1 (stereo not drawn),0,-11,0,9,4,5,1.5,1535,0.8,-0.52,-18
COc1cc2c(C(=O)NCc3ccc4c(c3)OCO4)cn(CC(C)C)c(=O)c2cc1OC,4,-4,-16,-2,1,-1,5.1,1532,-0.9,.,-1
O=C(Nc1ccc(Cl)cn1)C1CC1,2,-1,-22,3,-13,-3,0.9,1536,-1.0,-0.17,6
CCOC(=O)N1CCN(Cc2nc(N)nc(Nc3ccc(Oc4ccccc4)cc3)n2)CC1,7,10,-25,-1,-6,-1,1.1,1687,-3.5,.,8
CC(=O)C(Cc1ccc(Cl)nc1)(Cc1ccc(Cl)nc1)C(C)=O,5,-5,4,9,0,10.0*,1.9,1577,-0.1,-0.63,4
O=C(COc1ccc(-c2ccccc2)cc1)N1CCN(C(=O)c2cccs2)CC1,0,2,1,5,1,-4,2.4,1507,0.4,-0.8,-1
C/C=C(\C)C(=O)NCCN1C2=NC[C@H](Cc3ccccc3)N2C[C@H]1Cc1ccc(O)cc1,-5,-4,-10,-1,-9,0,0.7,1510,0.2,.,1
CCOc1ccccc1NC(=O)C12CC3CC(C1)CC(c1ccc(C)cc1)(C3)C2,8,6,.,8,24,.,6.8,1849,-0.1,-0.72,10
Cc1ccc(N2CC(C(=O)Nc3ccc(S(=O)(=O)N4CCCC4)cc3)CC2=O)cc1 (stereo not drawn),-1,1,5,2,11,-2,2.7,1410,3.3,.,-4
CSc1nc(N(CCO)CCO)c2sc3nc(-c4ccco4)c4c(c3c2n1)CCC4,-8,3,.,-11,-3,0,2.8,1570,-0.1,0.98,-2
CCOC(=O)c1nnn(-c2nonc2N)c1-c1ccccc1Cl,7,1,5,6,7,2,0.7,1586,0.5,0.43,6
COC(=O)COc1ccc(S(=O)(=O)N2CCN(c3ccccc3F)CC2)cc1,5,-4,-2,8,-11,-2,3.8,1440,1.4,-0.7,11
Cc1cccc(C(=O)N2CCC(c3nc(-c4ccc(S(=O)(=O)N5CCOCC5)cc4)no3)CC2)c1,4,-4,.,9,1,4,4.1,1612,1.2,.,0
CCOc1ccc(Cn2c(SCCCCC#N)nc3c2c(=O)n(C)c(=O)n3C)cc1OCC,-6,15,19,-1,-1,-4,1.1,1379,-0.2,.,6
COC(=O)c1ccc(CN2CCN(CCc3ccccc3)C(CCO)C2)cc1 (stereo not drawn),0,91*,2,-1,9,-1,0.3,1712,-0.2,-1.2,-5
COc1ccc(CSc2nc(CSC)cc(N3CCOCC3)n2)cc1,-1,31,.,8,-11,1,1.2,1588,3.1,.,4
CC(C)n1c(Nc2ccccc2)nc2ccccc21,2,9,12,15,15,-4,-1.1,1519,0.9,-3.2*,6
CCOc1ccc(-n2nnc3c(=O)n(C/C=C/c4ccccc4)cnc32)cc1,-1,-3,.,-5,4,-6,3.0,1468,-0.8,.,8
Cc1ccc(-n2c(C)cc(C(=O)OCC(=O)N(CC(C)C)C3CCS(=O)(=O)C3)c2C)cc1 (stereo not drawn),6,7,2,3,-8,-2,0.1,1500,-1.3,.,0
COc1ccc2[nH]c(=O)c(CN(Cc3ccccc3OC)Cc3nnnn3CC3CCCO3)cc2c1 (stereo not drawn),-6,25,-17,5,-7,-2,-0.5,1472,1.5,.,-1
Cc1ccc(OCC(=O)NN2C(=O)c3ccccc3C2=O)cc1,6,-6,-18,2,-11,-1,2.5,1751,-1.4,-1.1,3
Cc1ccccc1NC(=O)CSc1nc2c(c(-c3ccco3)c1C#N)CCCC2,3,-3,79*,3,-5,-3,2.9,1553,0.5,.,8
COc1ccc(C(CC(=O)O)NC(=O)COc2ccccc2OC)cc1OC (stereo not drawn),1,-1,-72,2,-9,-4,-0.4,1533,-5.0,-0.045,1
CCOC(=O)c1cnc(-n2nc(C)cc2C)nc1-n1nc(C)cc1C,-12,33,12,-6,7,-6,1.6,1473,-0.4,-0.41,-5
CN1CC2([N+](=O)[O-])CC=C(Oc3ccccc3)C([N+](=O)[O-])(C1)C2 (stereo not drawn),6,0,.,9,1,4,0.7,1627,0.8,-1.4,3
O=c1ccc(-c2ccccc2)n[nH]1,0,2,.,1,6,0,1.0,1296,0.3,0.45,-2
COCCn1nnnc1CN(CCCN1CCOCC1)Cc1cc2c(C)ccc(C)c2[nH]c1=O,-5,-2,-6,-3,-1,-1,1.0,1451,2.1,.,-6
COC(=O)Cc1ccc(NC(=S)Nc2ccc(N3CCOCC3)cc2)cc1,6,9,4,5,8,-1,-1.0,1537,0.5,0.77,5
O=C(NC1CCCC1)c1ccc([N+](=O)[O-])s1,0,98*,13,2,6,2,-1.5,1460,-0.2,-0.51,0
COc1ccccc1NS(=O)(=O)c1ccc(C)c(C(N)=O)c1,2,1,-30,14,-2,1,1.1,1764,-2.0,-0.041,-3
CCOCC(=O)N1CCN(c2ccc([N+](=O)[O-])cc2)CC1,9,6,-10,1,14,-4,-0.5,1515,0.1,.,-1
Cn1nc(C(F)(F)F)c(C(=O)Nc2ccc(F)cc2F)c1Cl,-1,-4,8,5,-11,-4,0.0,1697,-2.3,-0.27,1
COc1ccc(S(=O)(=O)N(CC(=O)Nc2cccnc2)c2ccccc2OC)cc1,2,2,.,14,1,3,-0.2,1497,0.0,-0.42,14
O=C1C2C3C=CC(CC3)C2C(=O)N1/N=C/c1ccc(O)cc1 (stereo not drawn),11,-4,.,8,6,-2,2.2,1479,-8.2,.,3
CC(=O)Nc1ccc(S(=O)(=O)N2CCN(C(=O)CCC3CCCC3)CC2)cc1,-4,14,16,-1,-1,3,6.2,1326,0.4,-1.6,-1
CCCNS(=O)(=O)c1ccc(CCC(=O)NCC2CCCO2)cc1 (stereo not drawn),-2,-1,-24,-5,-21,-2,0.1,1364,0.2,-2.1,-21
CC1Cc2ccccc2N1C(=O)CCN1C(=O)C2C3C=CC(C3)C2C1=O (stereo not drawn),3,7,-7,1,6,1,1.9,1707,-0.2,.,11

# Brought forward from above: 2 compounds, followed by the next part.
SMILES,PPARg SRC1 recr,L major viab,S1P3 antag,PPARg SRC2 recr,bIAP inhibitor,Efa HMGR inh,RAM network inh,SRC2 TRFRET art,DTT redox prof,ROMK mod,PPARg SRC3 recr
CCCNS(=O)(=O)c1ccc(CCC(=O)NCC2CCCO2)cc1 (stereo not drawn),-2,-1,-24,-5,-21,-2,0.1,1364,0.2,-2.1,-21
CC1Cc2ccccc2N1C(=O)CCN1C(=O)C2C3C=CC(C3)C2C1=O (stereo not drawn),3,7,-7,1,6,1,1.9,1707,-0.2,.,11
O=C(/C=C/c1ccccc1[N+](=O)[O-])NCc1ccc(Cl)cc1,7,-3,-6,0,1,-4,1.8,1721,0.3,0.08,3
CCNC(=S)NN=C1c2ccccc2-c2ccccc21,-2,10,0,-3,8,-7,2.2,1638,-2.0,0.87,-5
COc1cc(NC(=O)C2CC(=O)NC3=C2C(=O)CC(C)(C)C3)c(OC)cc1Cl (stereo not drawn),1,13,-6,2,2,-1,0.5,1872,0.1,.,9
Clc1ccc2c(c1)C(c1cccs1)=NNC(c1cccnc1)=N2,14,19,.,5,10,-16,1.4,1608,0.7,.,-3

# From PubChem
